CHRM1 PAM = potentiates human M1 receptor response to acetylcholine | actives 0.088% (n = 360,000) | activation, % at 3 µM | CHO-K1 hM1, Fluo-8 calcium fluorescence, ACh EC20; 0% = ACh EC20, 100% = maximal ACh; in the data active = activation above about 19%, passing the limit was not always enough
M4 ag = agonists of human muscarinic M4 receptor (CHRM4); P08173; CHO-K1 hM4/Gqi5, Fluo-8 calcium fluorescence; vehicle 0%, full acetylcholine response 100%; activation, % at 3 µM; actives 0.14% (n = 360,000); AID 624127;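 active = activation above the run mean over all test wells plus 3 SD, cut at about 32% in these data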;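 note: peak over basal fluorescence ratio per well then scaled between controls; 0% = DMSO wells and 100% = acetylcholine at EC100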
Target sequence (P08173 whole entry, looked up): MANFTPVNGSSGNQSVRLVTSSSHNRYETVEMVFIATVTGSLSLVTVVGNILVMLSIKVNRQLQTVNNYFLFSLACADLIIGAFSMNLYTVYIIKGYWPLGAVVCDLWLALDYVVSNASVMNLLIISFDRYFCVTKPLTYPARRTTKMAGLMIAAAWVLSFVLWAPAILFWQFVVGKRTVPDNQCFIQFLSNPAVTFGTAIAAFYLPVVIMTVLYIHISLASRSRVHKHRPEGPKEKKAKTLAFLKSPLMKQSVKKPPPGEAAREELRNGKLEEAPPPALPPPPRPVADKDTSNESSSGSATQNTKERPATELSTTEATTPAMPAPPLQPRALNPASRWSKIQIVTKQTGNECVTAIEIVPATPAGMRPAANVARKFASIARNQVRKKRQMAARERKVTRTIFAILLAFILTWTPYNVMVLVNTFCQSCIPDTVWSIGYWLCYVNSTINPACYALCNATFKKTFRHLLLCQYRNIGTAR
CHRM5 agonist = agonists of human muscarinic M5 receptor (CHRM5); actives 0.19% (n = 360,000); activation, % at 3 µM; P08912; CHO-K1 hM5 cells, Fluo-8 calcium fluorescence; 0% DMSO wells, 100% maximal acetylcholine response; AID 624037;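 active = activation above the run's mean over test compounds plus 3 SD, cut at about 23% in these data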;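 note: signal is peak over basal fluorescence ratio across the kinetic read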
Target sequence (P08912 whole entry, looked up): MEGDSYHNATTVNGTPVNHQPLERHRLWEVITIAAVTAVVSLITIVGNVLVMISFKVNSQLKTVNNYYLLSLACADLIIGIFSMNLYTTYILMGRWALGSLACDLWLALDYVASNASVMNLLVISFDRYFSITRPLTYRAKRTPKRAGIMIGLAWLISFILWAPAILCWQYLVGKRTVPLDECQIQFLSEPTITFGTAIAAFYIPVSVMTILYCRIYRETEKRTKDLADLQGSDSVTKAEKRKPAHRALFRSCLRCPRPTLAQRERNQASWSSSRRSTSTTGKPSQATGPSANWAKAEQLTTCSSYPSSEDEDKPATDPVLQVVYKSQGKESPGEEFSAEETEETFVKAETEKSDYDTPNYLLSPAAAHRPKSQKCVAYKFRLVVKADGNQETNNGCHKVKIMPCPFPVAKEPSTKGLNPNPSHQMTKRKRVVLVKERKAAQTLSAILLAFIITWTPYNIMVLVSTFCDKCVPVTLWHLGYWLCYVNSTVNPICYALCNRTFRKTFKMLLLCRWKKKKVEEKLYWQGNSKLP
CHRM5 antagonist = blocks acetylcholine activation of human M5 receptor | actives 0.59% (n = 360,000) | inhibition, % at 3 µM | P08912 | CHO-hM5 cells, Fluo-8 calcium fluorescence, ACh EC80;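 active = inhibition above a per-plate cutoff, the mean of that plate's test compounds plus 3 SD, cut at about 27% in these data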;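 note: 0% = acetylcholine EC80 with DMSO and 100% = DMSO without agonist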
CHRM1 antagonist = antagonists of human M1 muscarinic receptor; P11229; CHO-K1 hM1, Fluo-8 calcium fluorescence, ACh EC80 antagonist; inhibition, % at 3 µM; actives 1.3% (n = 360,000);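 active = percent inhibition above its own plate's cutoff, namely the mean of that plate's compound wells plus 3 SD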;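 note: peak over basal fluorescence ratio during 140 s after agonist addition; 0% = ACh EC80 plus DMSO and 100% = DMSO alone without agonist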
CHRM4 PAM = potentiates acetylcholine response at human M4 receptor; activation, % at 3 µM; actives 0.4% (n = 360,000); CHO-K1 hM4/Gqi5, Fluo-8 calcium fluorescence, ACh EC20; 0% = ACh EC20, 100% = maximal ACh; P08173;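 active = activation above its plate's cutoff, the mean activation of sample wells plus 3 SD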; note: some results filed as inactive read as strong as hits
M4 antag = CHRM4 antagonism in calcium assay; actives 0.73% (n = 360,000); CHO-hM4 cells, ACh EC80, Fluo-8 calcium fluorescence; AID 624125; inhibition, % at 3 µM;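 active = inhibition above its plate's cutoff, the mean inhibition of sample wells plus 3 SD, cut at about 27% in these data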;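 note: 0% = acetylcholine EC80 with DMSO and 100% = DMSO without agonist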
M5 PAM = CHRM5 positive allosteric modulation; AID 624038; activation, % at 3 µM; actives 0.3% (n = 360,000); CHO-K1 hM5, Fluo-8 calcium, ACh EC20 PAM; 0% = ACh EC20, 100% = ACh EC100;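 active = activation above the run cutoff, the mean activation of all test compounds plus 3 SD, cut at about 18% in these data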
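System: CHO-K1 cell line with stable human muscarinic M5 receptor expression | Also added: EC20 acetylcholine as agonist stimulus | Compound: One concentration, 3 µM final (nominal) | Timing: Fluo-8 loading 80 min at 37 °C plus 30 min room temperature | Measured by: Fluo-8 calcium dye fluorescence, kinetic read | Read-out basis: % activation, ACh-normalized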
CRFR2-BP ag = agonists of human CRF-binding protein/CRF-R2 receptor complex; HEK293 CRF-R2/CRF-BP, calcium dye fluorescence (FLIPR); percent of saturating CRF peptide response; activation, % at 13.2 µM; actives 0.46% (n = 350,000);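 active = activation of at least 50%, plus an integration ratio under a set limit after plate pattern correction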;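 note: plate controls were neutral control wells without compound for no effect and CRF at EC100 for full effect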
An asterisk follows results filed as active.

C(=N\N=C\c1cccs1)/c1cccs1 was read as CHRM1 PAM 8, M4 ag 1, CHRM5 agonist -2, CHRM5 antagonist -7, CHRM1 antagonist -5, CHRM4 PAM -1, M4 antag -1, M5 PAM -7 and CRFR2-BP ag -0.6.
For Cc1ccc(-c2nnn(CC(=O)N(c3ccccc3)C(C(=O)NCC3CCCO3)c3ccc(F)cc3)n2)o1 (centres undefined) the results were CHRM1 PAM -5, M4 ag 1, CHRM5 agonist -3, CHRM5 antagonist -4, CHRM1 antagonist 7, CHRM4 PAM 8, M4 antag -3, M5 PAM -5 and CRFR2-BP ag -0.6.
For CCOc1ccc(NC(=O)C2CCCN(S(=O)(=O)c3ccc4c(c3)C(C)(C)C(=O)N4C)C2)cc1 (centres undefined) the results were CHRM1 PAM -1, M4 ag 4, CHRM5 agonist -2, CHRM5 antagonist 3, CHRM1 antagonist 0, CHRM4 PAM 11, M4 antag -17 and M5 PAM -3.
Nc1nc(NCc2ccco2)nc(NC2CCCCC2)c1[N+](=O)[O-] was read as CHRM1 PAM 6, M4 ag 0, CHRM5 agonist -2, CHRM5 antagonist 4, CHRM1 antagonist -6, CHRM4 PAM -4, M4 antag 2, M5 PAM -4 and CRFR2-BP ag 0.6.
CC(C)Cc1ccc(-c2cc3nc(NCC4CC4)ccn3n2)cc1 was read as CHRM1 PAM 8, M4 ag 3, CHRM5 agonist 3, CHRM5 antagonist 0, CHRM1 antagonist -3, CHRM4 PAM 4, M4 antag -1 and M5 PAM -1.
For CCOC(=O)C1CCN(C(=O)CCc2ccccc2)CC1 the results were CHRM1 PAM 13, M4 ag 1, CHRM5 agonist -8, CHRM5 antagonist -6, CHRM1 antagonist -16, CHRM4 PAM 15, M4 antag -6, M5 PAM 10 and CRFR2-BP ag -0.5.
Screening COc1ccc(CN(C)C(=O)c2ccc(Cl)c(S(=O)(=O)NCc3cccnc3)c2)cc1F returned CHRM1 PAM 3, M4 ag 10, CHRM5 agonist 6, CHRM5 antagonist 2, CHRM1 antagonist -5, CHRM4 PAM 0, M4 antag 4, M5 PAM -7 and CRFR2-BP ag -0.6.
COc1cccc(Oc2cc(Cl)nc(N)n2)c1 was read as CHRM1 PAM 10, M4 ag 0, CHRM5 agonist -1, CHRM5 antagonist 7, CHRM1 antagonist -17, CHRM4 PAM 1, M4 antag 5, M5 PAM -6 and CRFR2-BP ag 0.0.
`O=C(N/N=C/c1ccc(OCC(=O)N2CCCCC2)cc1)c1ccccc1O` gave CHRM1 PAM 0, M4 ag 1, CHRM5 agonist -1, CHRM5 antagonist 6, CHRM1 antagonist 2, CHRM4 PAM 2, M4 antag 3, M5 PAM -3 and CRFR2-BP ag -5.2.
CCCS(=O)(=O)NC(=O)C1(C)CCCN(C(=O)COc2ccccc2)C1 (centres undefined) was read as CHRM1 PAM 2, M4 ag 1, CHRM5 agonist 0, CHRM5 antagonist 0, CHRM1 antagonist -10, CHRM4 PAM 4, M4 antag -12 and M5 PAM -3.
Nc1cccc(-c2cncc(N3CCN(Cc4ccccn4)CC3)n2)c1 was read as CHRM1 PAM 6, M4 ag 2, CHRM5 agonist -1, CHRM5 antagonist -4, CHRM1 antagonist -12, CHRM4 PAM 3, M4 antag -3 and M5 PAM -1.
For COc1ccccc1C(=O)C1Nc2ccccc2-c2nnc(SC)nc2O1 (centres undefined) the results were CHRM1 PAM 7, M4 ag 0, CHRM5 agonist -5, CHRM5 antagonist 14, CHRM1 antagonist -11, CHRM4 PAM 13, M4 antag 3, M5 PAM -6 and CRFR2-BP ag -2.8.
Screening Cc1nnc(SCC(=O)NC(=O)NC(C)(C)C)s1 returned CHRM1 PAM -4, M4 ag 1, CHRM5 agonist -2, CHRM5 antagonist -1, CHRM1 antagonist 0, CHRM4 PAM 4, M4 antag 4, M5 PAM -6 and CRFR2-BP ag -1.0.
Cc1ccc(C)c(SCC(=O)Nc2cccc(S(=O)(=O)NC3=NCCCCC3)c2)c1 was read as CHRM1 PAM 2, M4 ag 5, CHRM5 agonist -2, CHRM5 antagonist 2, CHRM1 antagonist 0, CHRM4 PAM 6, M4 antag -1, M5 PAM 1 and CRFR2-BP ag -2.6.
`Cc1ccc(NC(=O)CN(C)C(=O)COC(=O)/C=C/c2cccs2)cc1` gave CHRM1 PAM 15, M4 ag 4, CHRM5 agonist -2, CHRM5 antagonist 5, CHRM1 antagonist -14, CHRM4 PAM 9, M4 antag -5, M5 PAM -2 and CRFR2-BP ag -0.6.
For CC(=O)n1cc([C@H]2C=C(C(=O)Nc3ccccc3)O[C@@H](OCc3ccc(CO)cc3)C2)c2ccccc21 the results were CHRM1 PAM -10, M4 ag 32, CHRM5 agonist 10, CHRM5 antagonist 19, CHRM1 antagonist 27, CHRM4 PAM -4, M4 antag 15, M5 PAM -17 and CRFR2-BP ag 4.5.
CCCCn1c(N)c(N(CC(C)C)C(=O)CN(C)S(=O)(=O)c2ccc(NC(C)=O)cc2)c(=O)[nH]c1=O was read as CHRM1 PAM 6, M4 ag 0, CHRM5 agonist 2, CHRM5 antagonist 1, CHRM1 antagonist -1, CHRM4 PAM 3, M4 antag 6, M5 PAM 0 and CRFR2-BP ag -1.2.
Cc1ccc(N2C(=O)N(CC(=O)Nc3cc(C)cc(C)c3)C(=O)C2C)cc1 (centres undefined) was read as CHRM1 PAM 7, M4 ag 3, CHRM5 agonist 0, CHRM5 antagonist 0, CHRM1 antagonist -9, CHRM4 PAM -2, M4 antag -5, M5 PAM 0 and CRFR2-BP ag -1.6.
CC1=C(C(=O)Nc2cc(C(=O)NCCC(C)C)ccc2C)SCCO1 was read as CHRM1 PAM 18, M4 ag 1, CHRM5 agonist -2, CHRM5 antagonist 11, CHRM1 antagonist -9, CHRM4 PAM -6, M4 antag 4, M5 PAM -2 and CRFR2-BP ag -4.8.
`O=C(O)C1C2C=CC(C2)C1C(=O)Nc1ccc(C(=O)N2CCCCC2)c(Cl)c1` (centres undefined) gave CHRM1 PAM -1, M4 ag 1, CHRM5 agonist -4, CHRM5 antagonist 0, CHRM1 antagonist 3, CHRM4 PAM 0, M4 antag -13, M5 PAM -8 and CRFR2-BP ag -1.6.
COc1ccc(C(C)=O)cc1CSc1nc2ccccc2c(=O)n1-c1ccccc1 was read as CHRM1 PAM 7, M4 ag 0, CHRM5 agonist -1, CHRM5 antagonist -10, CHRM1 antagonist -10, CHRM4 PAM 2, M4 antag -5, M5 PAM 8 and CRFR2-BP ag 0.6.
Screening C#CCOCCOCCOCCNc1nc(N2CCN(C(=O)[C@H](CCCCN)n3cc([C@@H](N)C(C)CC)nn3)CC2)nc(N2CCN(C(=O)[C@H](Cc3cc4ccccc4[nH]3)n3cc([C@@H](N)CC(C)C)nn3)CC2)n1 (some centres undefined) returned CHRM1 PAM -1, M4 ag 0, CHRM5 agonist 2, CHRM5 antagonist 8, CHRM1 antagonist 17, CHRM4 PAM 3, M4 antag 6, M5 PAM -3 and CRFR2-BP ag 0.8.
`Cc1ccc(/C=N/n2nnnc2N)o1` gave CHRM1 PAM 6, M4 ag 1, CHRM5 agonist 1, CHRM5 antagonist -3, CHRM1 antagonist -1, CHRM4 PAM -1, M4 antag 1, M5 PAM -3 and CRFR2-BP ag -1.5.
For COc1cc(NS(=O)(=O)c2ccc(Nc3nc(-c4ccccc4)cs3)cc2)nc(OC)n1 the results were CHRM1 PAM 5, M4 ag 2, CHRM5 agonist -1, CHRM5 antagonist 6, CHRM1 antagonist -3, CHRM4 PAM -3, M4 antag -1, M5 PAM -3 and CRFR2-BP ag -0.5.
`CC1CN(CC(O)COc2ccc(C(=O)c3ccccc3)cc2)CC(C)O1` (centres undefined) gave CHRM1 PAM 1, M4 ag 3, CHRM5 agonist -1, CHRM5 antagonist -4, CHRM1 antagonist -16, CHRM4 PAM -4, M4 antag 4, M5 PAM 4 and CRFR2-BP ag -0.4.
Screening O=C(c1cc2cc3ccc(Cl)cc3nc2o1)N1CCN(Cc2ccc3c(c2)OCO3)CC1 returned CHRM1 PAM 0, M4 ag 0, CHRM5 agonist 0, CHRM5 antagonist 2, CHRM1 antagonist -2, CHRM4 PAM -10, M4 antag -8, M5 PAM 0 and CRFR2-BP ag -0.9.
For COc1ccc(OC)c(S(=O)(=O)Nc2ccc(-c3ccc4nnc(C)n4n3)cc2)c1 the results were CHRM1 PAM 11, M4 ag 2, CHRM5 agonist 0, CHRM5 antagonist 1, CHRM1 antagonist -7, CHRM4 PAM 3, M4 antag 3, M5 PAM 5 and CRFR2-BP ag 0.7.
COc1cc(C(=O)N/C(=C\c2cn(S(=O)(=O)N(C)C)c3ccccc23)C(=O)N2CCCC2)cc(OC)c1OC was read as CHRM1 PAM 3, M4 ag 1, CHRM5 agonist -4, CHRM5 antagonist 1, CHRM1 antagonist -2, CHRM4 PAM 5, M4 antag 6, M5 PAM 1 and CRFR2-BP ag 1.8.
Screening CCCCOc1cc(C)nc(NCc2ccccc2)n1 returned CHRM1 PAM -2, M4 ag -3, CHRM5 agonist -1, CHRM5 antagonist -7, CHRM1 antagonist 4, CHRM4 PAM 3, M4 antag -3, M5 PAM -1 and CRFR2-BP ag -1.2.
`C/C(=N\NC(=S)NCCc1ccccc1)c1cccc(Br)c1` gave CHRM1 PAM 8, M4 ag 0, CHRM5 agonist 2, CHRM5 antagonist 1, CHRM1 antagonist -3, CHRM4 PAM 1, M4 antag 0, M5 PAM 7 and CRFR2-BP ag 5.3.
Screening Cc1ccc(C)c(NS(=O)(=O)c2c(C)[nH]c(C)c2C(=O)N2CCCCC2)c1 returned CHRM1 PAM -4, M4 ag -1, CHRM5 agonist -3, CHRM5 antagonist 10, CHRM1 antagonist 2, CHRM4 PAM -3, M4 antag 3, M5 PAM -1 and CRFR2-BP ag 0.5.
Screening Cc1ccc(NC(=O)CSCc2cc(=O)n3cc(C)sc3n2)c(C)c1 returned CHRM1 PAM 1, M4 ag 1, CHRM5 agonist -6, CHRM5 antagonist 4, CHRM1 antagonist 4, CHRM4 PAM -9, M4 antag -11, M5 PAM -7 and CRFR2-BP ag -0.1.
Screening CC(Sc1ccc(S(=O)(=O)N2CCCCCC2)cn1)C(N)=O (centres undefined) returned CHRM1 PAM -1, M4 ag 2, CHRM5 agonist 1, CHRM5 antagonist 13, CHRM1 antagonist 8, CHRM4 PAM -2, M4 antag -3, M5 PAM -12 and CRFR2-BP ag 0.8.

Looked up by compound from the entries so far, 3 records:
COc1ccc(C(C)=O)cc1CSc1nc2ccccc2c(=O)n1-c1ccccc1 was read as CHRM1 PAM 7, M4 ag 0, CHRM5 agonist -1, CHRM5 antagonist -10, CHRM1 antagonist -10, CHRM4 PAM 2, M4 antag -5, M5 PAM 8 and CRFR2-BP ag 0.6.
`Cc1ccc(/C=N/n2nnnc2N)o1` gave CHRM1 PAM 6, M4 ag 1, CHRM5 agonist 1, CHRM5 antagonist -3, CHRM1 antagonist -1, CHRM4 PAM -1, M4 antag 1, M5 PAM -3 and CRFR2-BP ag -1.5.
Screening Cc1ccc(NC(=O)CSCc2cc(=O)n3cc(C)sc3n2)c(C)c1 returned CHRM1 PAM 1, M4 ag 1, CHRM5 agonist -6, CHRM5 antagonist 4, CHRM1 antagonist 4, CHRM4 PAM -9, M4 antag -11, M5 PAM -7 and CRFR2-BP ag -0.1.
